# Assay outcomes (PubChem)
# DAX1 inh-1: DAX1 (NR0B1) inhibitors, primary screen, cell-based, HEK293, Gal4-DAX1, luciferase luminescence; 340,000 compounds, 0.99% hits; Nuclear receptor subfamily 0 group B member 1 (Homo sapiens), P51843; inhibition, % at 6.75 µM; AID 504766, 2011; HEK293 Gal4-DAX1 luciferase reporter;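 active = inhibition above the mean over all tested compounds plus 3 SD, cut at about 4.2% in these data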;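 also: 0% = DAX1-transfected cells with DMSO and 100% = empty-vector control cells with DMSO; inhibition shows as a rise in luminescence from relieved DAX1 repression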
# Target sequence (P51843 207-470 limits assumed): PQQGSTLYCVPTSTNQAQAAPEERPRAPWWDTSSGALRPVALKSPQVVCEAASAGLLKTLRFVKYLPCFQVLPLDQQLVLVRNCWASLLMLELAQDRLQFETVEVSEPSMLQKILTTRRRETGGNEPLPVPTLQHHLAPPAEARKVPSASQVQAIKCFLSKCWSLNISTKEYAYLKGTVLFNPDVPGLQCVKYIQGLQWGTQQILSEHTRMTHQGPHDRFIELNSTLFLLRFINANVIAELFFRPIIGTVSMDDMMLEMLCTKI
# PG9 Ab binder: binders of HIV-1 gp120 antibody PG9, primary screen, biochemical, TR-FRET. 360,000 compounds, 0.43% hits. TR-FRET gp120-PG9 antibody binding. AID 624416, 2012. inhibition, % at 6.7 µM; in the data active = inhibition above about 8.5%
# sPLA2-III inh: human group III sPLA2 inhibitors, primary screen, biochemical, QFRET, BODIPY PC-A2 liposome substrate; inhibition, % at 12.2 µM; Group 3 secretory phospholipase A2 (Homo sapiens), Q9NZ20; 370,000 compounds, 0.56% hits; QFRET BODIPY PC-A2 liposome hydrolysis, fluorescence;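 active = inhibition above mean plus 3 SD of compounds lying within the high and low control bounds, cut at about 19% in these data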;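 also: 0% = median of test compound wells and 100% = no enzyme DMSO wells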
# Target sequence (Q9NZ20 whole entry, looked up): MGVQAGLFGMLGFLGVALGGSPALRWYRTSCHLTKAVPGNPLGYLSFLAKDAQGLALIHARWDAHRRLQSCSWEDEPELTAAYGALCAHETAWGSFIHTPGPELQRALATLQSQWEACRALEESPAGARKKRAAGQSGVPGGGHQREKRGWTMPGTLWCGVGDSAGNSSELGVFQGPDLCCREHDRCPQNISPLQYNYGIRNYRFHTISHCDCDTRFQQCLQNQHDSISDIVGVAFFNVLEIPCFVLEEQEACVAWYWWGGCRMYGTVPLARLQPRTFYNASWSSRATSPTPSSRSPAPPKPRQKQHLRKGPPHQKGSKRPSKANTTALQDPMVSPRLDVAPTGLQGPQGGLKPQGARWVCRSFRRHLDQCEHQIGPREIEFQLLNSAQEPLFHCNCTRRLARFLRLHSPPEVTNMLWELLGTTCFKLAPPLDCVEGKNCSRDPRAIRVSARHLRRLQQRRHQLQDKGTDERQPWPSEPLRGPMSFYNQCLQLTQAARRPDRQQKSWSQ
# FXN GAA850 act: FXN promoter activators, primary screen, cell-based, luciferase luminescence, HEK293 lucGAA850; HEK293 lucGAA850 FXN promoter luciferase reporter, 24 h; percent of 10 µM SAHA response; AID 540364, 2011; 360,000 compounds, 0.56% hits; activation, % at 6 µM;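 active = activation above the average of all compounds screened plus 3 SD, cutoff fixed separately per campaign, cut at about 7.5% in these data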;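 also: 0% = DMSO wells and 100% = 10 µM SAHA wells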
# SMARCA2 act: SMARCA2 (BRM) function activators, primary screen, cell-based, luminescence, high throughput | MG213 cells, MMTV-luciferase reporter, dexamethasone, overnight | activation, % at 9.1 µM | 370,000 compounds, 1% hits; in the data active = activation above about 7.8%;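 also: 0% = vehicle wells and 100% = reference activator wells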
# hcDAF-12 act: H. contortus DAF-12 nuclear receptor activators, primary screen, cell-based, luminescence, HEK293, lit1-tk-luc reporter; HEK293 hcDAF-12 lit1-tk-luc reporter; 0% DMSO, 100% Δ7-dafachronic acid; 370,000 compounds, 1.4% hits; activation, % at 6.8 µM;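 active = activation above the mean of all tested compounds plus 3 SD, cut at about 5.5% in these data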;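 also: 100% = response to 3 µM Δ7-dafachronic acid high control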
# PLCb3 inh: human PLC-beta3 inhibitors, primary screen, biochemical, fluorescence; 1-phosphatidylinositol 4,5-bisphosphate phosphodiesterase beta-3 (Homo sapiens), Q01970; Purified PLC-beta3, fluorogenic substrate; inhibition, % at 12.2 µM; 370,000 compounds, 0.18% hits; in the data active = inhibition above about 11%;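 also: 0% = median of compound wells on plate and 100% = full blocker control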
# Rev-erbA mod: modulators of Rev-erb alpha DNA binding, primary screen, biochemical, FITC-DNA, fluorescence polarization, uHTS; activity, % at 10 µM; Rev-erbα–FITC-DNA binding, 90 min; AID 1259318, 2017; 370,000 compounds, 0.79% hits;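 active = activity above about 14%, limit read from the data; passing the limit was not always enough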;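 also: 0% = DMSO wells with 35 nM protein and 100% = DMSO wells with 750 nM protein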
# ssDAF12 agonist: S. stercoralis DAF-12 nuclear receptor activators, primary screen, cell-based, luminescence, HEK293, GRIP1 co-expression, lit1-tk-luc. Nuclear hormone receptor DAF-12 (Strongyloides stercoralis). HEK293 ssDAF-12/GRIP1 lit1-tk-luc reporter; % of 3 µM dafachronic acid response. activation, % at 6.8 µM. 370,000 compounds, 1% hits. AID 652126, 2013;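 active = activation above the mean over all tested compounds plus 3 SD, cut at about 0.9% in these data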;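 also: 0% = DMSO-only wells and 100% = 3 µM delta7-dafachronic acid wells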
# DAX1 inh-2: DAX1 (NR0B1) inhibitors on StAR promoter, primary screen, cell-based, luminescence, SF-1 (NR5A1), full-length DAX-1; HEK293T StAR-luciferase reporter, SF-1/DAX-1 repression relief; inhibition, % at 6.8 µM; 370,000 compounds, 1.1% hits; AID 652010, 2013;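 active = inhibition above the mean over all tested compounds plus 3 SD, cut at about 3.6% in these data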;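 also: 0% = DAX-1 cells with DMSO and 100% = cells lacking DAX-1 with DMSO; higher inhibition means more luminescence from relief of DAX-1 repression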
# hgDAF-12 ag: H. glycines DAF-12 receptor agonists, primary screen, cell-based, luminescence, HEK293, GAL4 fusion, UAS-luciferase | Nuclear hormone receptor DAF-12 (Heterodera glycines), GAL4 fusion | HEK293 GAL4-hgDAF12 UAS-luciferase reporter, agonist luminescence; normalized to butyrate control | activation, % at 6.8 µM | 370,000 compounds, 1.8% hits | AID 687014, 2013;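 active = activation above a cutoff set at the mean of all screened compounds plus 3 SD, cut at about 10% in these data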;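 also: 0% = DMSO wells and 100% = sodium butyrate wells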
# * = called active by the depositor; nt = no result given.
SMILES,DAX1 inh-1,PG9 Ab binder,sPLA2-III inh,FXN GAA850 act,SMARCA2 act,hcDAF-12 act,PLCb3 inh,Rev-erbA mod,ssDAF12 agonist,DAX1 inh-2,hgDAF-12 ag
O=C(Nc1ccon1)c1cc2ccccc2oc1=O,-0.6,-1.5,6,1.1,0,-0.4,-1,16,-1.1,0.0,-0.3
CCCc1cc(=O)oc2cc(C)cc(OC(C)C(=O)NCc3ccccn3)c12 (stereo unspecified),-0.6,0.4,6,-1.9,2,-1.0,-232,2,-1.5,-1.7,0.4
Cc1c(O)c2c3c(cccc3c1O)C(=O)N(c1ccccc1)C2=O,-0.7,2.6,8,-0.6,0,-1.6,-277,3,-0.8,1.4,-0.1
OCCCNc1c2ccccc2nc2ccccc12,0.2,-2.0,-3,13*,19*,20*,-212,1,2.3*,-0.3,7.0
CCOC(=O)c1cnc2ccc(OCC)cc2c1NCCN1CCOCC1,0.0,-1.5,3,2.4,-1,-2.3,-5,-4,-1.3,-1.4,-2.0
CCc1nc2c(OCc3ccc4c(c3)OCO4)cccn2c1N(C=O)Cc1ccccc1,nt,-0.7,-7,1.7,-4,0.2,-11,9,-1.0,-0.2,0.3
CCc1nnc(NC(=O)CSc2nnc(Cc3cccn3C)n2C)s1,-0.2,-1.7,-5,1.1,-4,0.9,-9,-6,0.2,1.0,0.8
O=C1N=NC2=C1c1c3ccccc3c(O)n1CC2,-0.1,-6.5,-1,-0.7,-1,0.6,3,2,-1.1,-0.2,0.6
Cc1nc(-c2ccccc2O)n(-c2ccccc2)n1,0.9,-0.3,4,-1.8,0,-0.8,-4,-8,-1.0,-0.4,-0.8
CCc1ccccc1NC(=S)N(CCN(C)C)C(C)c1ccccn1 (stereo unspecified),-0.9,0.1,-3,1.3,0,-1.2,0,-2,-1.5,-0.5,0.9
C=CCn1c(C23CC4CC(CC(C4)C2)C3)n[nH]c1=S,1.4,-0.3,23*,2.9,-2,-1.3,-9,-3,-0.7,0.2,-1.5
CCn1c(CSc2nnc(-c3ccncc3)n2C)nc2cc(C(=O)O)ccc21,0.2,-1.8,-6,3.4,-1,-2.0,-27,-1,-0.4,-0.1,0.6
N#CC(Sc1ccccn1)c1ccc(Cl)cc1Cl (stereo unspecified),0.1,-3.2,0,-4.1,-1,-0.2,-187,5,-0.8,0.0,-3.3
COc1ccccc1/C=C/C(=O)Nc1ccc2c(c1)OCCO2,-2.1,0.5,2,-3.2,7,5.3,-2,2,0.3,2.8,17*
CN1OC[C@@H]2CN(C(=O)c3ccc([N+](=O)[O-])cc3)[C@H](c3ccccc3Br)C[C@@H]21,nt,0.4,1,nt,-6,0.4,5,1,-1.1,-0.1,0.4
CCN(CC)S(=O)(=O)c1ccc(-c2cn3ccc(C)cc3n2)cc1,2.6,0.6,-6,4.6,7,0.8,-312,-3,0.5,1.0,11*
CC(C)(C)c1ccc(CC(=O)N2CCC2(C)C(=O)N2CCCCC2)cc1 (stereo unspecified),nt,0.9,11,0.1,-1,0.0,1,0,-1.0,-1.6,0.9
COc1cc2c(cc1OC)C(c1ccccc1C(F)(F)F)CC(=O)N2 (stereo unspecified),2.3,-2.2,-4,2.5,2,-2.7,-8,7,-1.5,-0.4,-2.8
CC1(NC(=O)N2CCOCC2)CCS(=O)(=O)C1 (stereo unspecified),-0.6,-2.2,2,-1.5,-2,3.4,4,6,-0.6,0.9,0.6
COC(C[C@H](O)C[C@@H](O)[C@H](C)OCc1ccccc1)OC,0.8,-0.8,11,1.1,0,-1.5,0,4,-0.8,-0.2,7.0
Cc1ccc(C(=O)N[C@H](C(=O)NC2CCCCCCC2)C(C)C)cc1,0.4,1.0,6,-0.6,-2,-1.2,-4,-2,-0.8,1.2,2.3
CCN(CC)S(=O)(=O)c1cccc(C(=O)NCC2CCCO2)c1 (stereo unspecified),0.4,-2.0,3,2.7,2,0.0,5,-1,-1.0,0.3,2.2
Cc1ccccc1N1C(=O)CSC1=C(C#N)C#N,-0.5,-0.9,-17,1.1,-5,-0.9,-34,5,-0.5,0.0,2.4
O=C(NC1CCSc2ccccc21)c1cccc([N+](=O)[O-])c1 (stereo unspecified),0.8,-1.8,6,0.8,-1,1.5,-11,-4,-0.4,-1.0,-1.6
NC(=O)Cn1nc([N+](=O)[O-])nc1Oc1ccccc1C(=O)N1CCOCC1,2.1,-1.2,10,1.0,-4,-0.1,-2,1,-0.9,0.2,10
COc1ccc(Cl)cc1S(=O)(=O)NCc1cccs1,0.4,-0.4,-1,-1.0,-1,-1.2,-3,-7,-0.7,0.1,4.1
COCCNC(=O)NC1(C(F)(F)F)Oc2ccc(Cl)cc2O1 (stereo unspecified),-0.3,-2.0,10,15*,-5,-0.9,0,2,-0.9,-1.0,-7.7
CCOC(=O)c1ccccc1Oc1c(F)c(F)nc(NCCO)c1F,-0.2,0.4,-1,-2.0,4,-1.0,-18,5,-1.3,-0.5,-0.9
Cc1cc(C)cc(NC(=O)COC(=O)CCC2CCCC2)c1,1.3,-1.5,-6,1.6,-1,0.1,-2,-1,-1.0,1.7,1.4
COc1ccc(S(=O)(=O)NC2CCCCC2)cc1C(=O)N1CCCCC1,0.9,-3.2,-4,-0.6,-3,1.2,1,-4,-0.6,2.3,2.0
CCOC(=O)c1sc(NC(=O)c2cccnc2)c(C#N)c1C,0.7,0.9,-2,-1.7,-1,-1.2,-2,5,-0.8,-0.7,-1.2
CCOC(=O)c1c(P(=O)(N2CCOCC2)N2CCOCC2)noc1N,0.8,1.1,-5,3.0,3,-1.7,2,0,-1.2,0.2,3.6
COc1ccc(S(=O)(=O)Nc2cccc(-n3cnnn3)c2)cc1OC,0.0,-1.4,0,0.6,2,2.4,-7,-6,-0.6,0.0,0.5
CCOc1ccc(C(=O)Nc2c3c(nn2-c2cccc(Cl)c2)CS(=O)C3)cc1 (stereo unspecified),1.0,-0.5,-10,-1.7,-1,0.6,4,-7,-1.4,-1.0,-0.8
COC(=O)[C@@]12C[C@@H](CC(=O)N3CCCC3)C(=O)N(Cc3cccc4ccccc34)C1=CCC(C)(C)C2,nt,-0.8,-1,nt,-5,-0.8,4,0,-0.7,-1.5,-1.3
CCCN(C)C1CN(Cc2cn(CCCC(=O)OC)nn2)S(=O)(=O)C1 (stereo unspecified),nt,0.7,4,nt,2,1.6,3,-5,-0.1,1.6,1.5
O=C(c1ccccc1F)N1CCN(S(=O)(=O)c2ccc(S(=O)(=O)N3CCCCC3)cc2)CC1,-1.1,-3.8,-2,-0.1,-4,1.4,6,-1,-0.5,0.2,4.2
C=CCNC(=S)Nc1sc2c(c1C(=O)OCC)CC(C(C)C)OC2 (stereo unspecified),0.1,0.5,8,0.6,0,-1.4,0,-3,-1.6,-0.1,-2.4
COC(=O)CCC(=O)OC1(C)C(=O)C=C2C=C(C3CC3)N(C3CC3)C=C2C1=O (stereo unspecified),1.8,-1.6,2,1.1,0,-0.6,-30,-2,-1.0,-0.3,-0.3
CSc1nsc(/C=C/Nc2ccc(Cl)cc2)c1C#N,1.4,-0.2,-10,-3.3,-1,3.0,-45,11,-0.1,1.0,4.3
O=C(NCCN1CCOCC1)C1CCC(CNS(=O)(=O)c2ccc(Cl)cc2)CC1 (stereo unspecified),-0.1,-0.3,-9,-3.5,0,1.2,2,-1,-1.0,0.0,-1.5
O=C1CC(C(=O)Nc2ncccn2)C(c2ccccc2)O1 (stereo unspecified),-0.1,2.6,6,-0.1,-1,-1.6,-1,1,-1.5,-0.1,4.2
CCOC(=O)Cc1csc(NC(=O)COc2ccccc2OC)n1,0.4,0.9,-5,-0.4,-2,-1.2,-2,-3,-1.0,-0.4,0.0
O=C1c2ccccc2C(=O)N1CCOc1ccc(F)cc1,1.1,3.5,2,2.8,4,0.7,-4,-3,-0.5,0.4,8.1
Cc1ccc(-c2noc(C3CCCN(S(=O)(=O)c4ccc5ccccc5c4)C3)n2)o1 (stereo unspecified),-0.8,-1.4,0,-0.7,-1,-1.4,-2,4,-1.4,-0.1,1.6

# An excerpt from above in order of the PG9 Ab binder value, rising.
SMILES	DAX1 inh-1	PG9 Ab binder	sPLA2-III inh	FXN GAA850 act	SMARCA2 act	hcDAF-12 act	PLCb3 inh	Rev-erbA mod	ssDAF12 agonist	DAX1 inh-2
COc1cc2c(cc1OC)C(c1ccccc1C(F)(F)F)CC(=O)N2 (stereo unspecified)	2.3	-2.2	-4	2.5	2	-2.7	-8	7	-1.5	-0.4
COCCNC(=O)NC1(C(F)(F)F)Oc2ccc(Cl)cc2O1 (stereo unspecified)	-0.3	-2.0	10	15*	-5	-0.9	0	2	-0.9	-1.0
CCOC(=O)c1ccccc1Oc1c(F)c(F)nc(NCCO)c1F	-0.2	0.4	-1	-2.0	4	-1.0	-18	5	-1.3	-0.5

# (list continues)
SMILES,DAX1 inh-1,PG9 Ab binder,sPLA2-III inh,FXN GAA850 act,SMARCA2 act,hcDAF-12 act,PLCb3 inh,Rev-erbA mod,ssDAF12 agonist,DAX1 inh-2,hgDAF-12 ag
O=c1[nH]c(=O)n(Cc2ccco2)c2c1C(C(F)(F)F)(C(F)(F)F)N=C(c1ccco1)N2,0.8,2.0,-5,-0.3,-5,0.0,-20,2,-1.6,-0.7,0.4
COc1ccc2cc(C(=O)C3CCCN(Cc4cnc(C)s4)C3)ccc2c1 (stereo unspecified),-1.1,-1.2,-5,1.0,-3,-4.2,-289,-6,-2.0,-1.4,-2.0
c1ccc(CNc2nc(-c3ccccc3)nc3ccccc23)cc1,-1.2,-2.5,-20,1.6,3,-2.0,-20,1,-1.5,-0.2,-0.7
Cc1cc(=O)oc2cc(NC(=S)NNC(=O)c3c(Cl)cnn3C)ccc12,0.5,-1.4,9,-0.5,-1,0.0,-274,-5,-1.3,-0.8,-1.9

# Looked up by structure from the entries so far, two records:
SMILES,DAX1 inh-1,PG9 Ab binder,sPLA2-III inh,FXN GAA850 act,SMARCA2 act,hcDAF-12 act,PLCb3 inh,Rev-erbA mod,ssDAF12 agonist,DAX1 inh-2,hgDAF-12 ag
CCN(CC)S(=O)(=O)c1cccc(C(=O)NCC2CCCO2)c1 (stereo unspecified),0.4,-2.0,3,2.7,2,0.0,5,-1,-1.0,0.3,2.2
CCn1c(CSc2nnc(-c3ccncc3)n2C)nc2cc(C(=O)O)ccc21,0.2,-1.8,-6,3.4,-1,-2.0,-27,-1,-0.4,-0.1,0.6
